CR mimetic SO – yeast age-related superoxide inhibition as caloric restriction mimetic; 330,000 tested, 0.18% active; S. cerevisiae aged cells, superoxide DHE fluorescence; stronger effect = lower value; superoxide response (% of plate mean), % at 10 µM; AID 2690;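 active = superoxide response under a set limit, about three screen SD below normal, cut at about 65% in these data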;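 also: yeast aged for seven days with compound at 30 °C before DHE staining; 100% = average MFI of all compound-treated wells on the plate with controls excluded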
Efflux pump inh – antifungal efflux pump inhibition, Nile Red retention; S. cerevisiae Candida pump triplex; inhibition, % at 10 µM; 330,000 tested, 0.44% active;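 active = plate passing quality check with inhibition over a set limit, or well fluorescence over plate mean plus 4 SD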;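 also: Nile Red retained in pooled yeast measured as flow cytometry median fluorescence; 0% = buffer negative control and 100% = Enniatin B positive control; higher means more Nile Red kept so more efflux inhibition; some compounds called inactive have numbers as strong as hits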
MEX-5 binding – C. elegans MEX-5 TCR-2 RNA binding activity | Q9XUB2 | MEX-5/FITC-TCR2 RNA binding, fluorescence polarization; stronger effect = lower value | activity score (negative = inhibition of binding), % at 10 µM | 300,000 tested, 0.38% active;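 active = inhibition past about -25% in most replicates, and total fluorescence under double the plate's negative control median, limit read from the data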;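 also: 0% = DMSO and -100% = 5 µM competing unlabeled TCR2 RNA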
Bcl-xL primary – inhibitors of human Bcl-xL; Q07817; GST-Bcl-xL / FITC-Bim BH3 peptide fluorescence polarization; inhibition, % at 10.9 µM; 320,000 tested, 0.7% active;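 active = inhibition above the mean of all tested compounds plus 3 SD, cutoff set per campaign, cut at about 30% in these data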;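 also: 0% = DMSO wells and 100% = unlabeled Bim-BH3 peptide competitor; inhibitors lower millipolarization by displacing the labeled peptide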
ZTA DNA inh – ZTA (EBV) inhibition in EBNA-1 counter-screen; P03206; ZTA-DNA binding, fluorescence polarization; inhibition, % at 11 µM; 320,000 tested, 0.15% active; AID 2234; in the data active = inhibition above about 33%
Target sequence (P03206 whole entry, looked up): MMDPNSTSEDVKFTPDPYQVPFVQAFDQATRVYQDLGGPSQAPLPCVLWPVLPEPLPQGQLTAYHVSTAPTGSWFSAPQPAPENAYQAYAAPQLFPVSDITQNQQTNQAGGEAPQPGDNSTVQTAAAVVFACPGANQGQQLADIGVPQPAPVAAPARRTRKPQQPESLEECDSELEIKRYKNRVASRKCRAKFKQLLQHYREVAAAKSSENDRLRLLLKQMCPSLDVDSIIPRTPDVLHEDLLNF
Fam108B counter – Fam108B inhibition, counter-screen for RBBP9 inhibitors; recombinant Fam108B, FP-Rh probe fluorescence polarization; inhibition, % at 9.51 µM; 300,000 tested, 0.33% active;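 active = inhibition above the screen mean inhibition plus 3 SD, computed separately per campaign, cut at about 18% in these data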;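 also: inhibitors lower polarization as less probe binds the enzyme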
EBNA-1 inh – blocks EBNA-1 binding to DNA; AID 1950; 300,000 tested, 0.34% active; EBNA-1 DNA binding, fluorescence polarization; inhibition, % at 14.8 µM; in the data active = inhibition above about 28%
GLD-1 TGE inh – GLD-1-TGE RNA interaction inhibition (C. elegans). Q17339. purified GLD-1 + fluorescein TGE RNA, fluorescence polarization. inhibition, % at 5.96 µM. 320,000 tested, 0.44% active. AID 2280;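 active = percent inhibition above a per-plate cutoff, the plate mean of test compounds plus 3 SD, cut at about 30% in these data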;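 also: 0% = DMSO wells with GLD-1 and probe and 100% = wells lacking GLD-1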
Target sequence (Q17339 whole entry, looked up): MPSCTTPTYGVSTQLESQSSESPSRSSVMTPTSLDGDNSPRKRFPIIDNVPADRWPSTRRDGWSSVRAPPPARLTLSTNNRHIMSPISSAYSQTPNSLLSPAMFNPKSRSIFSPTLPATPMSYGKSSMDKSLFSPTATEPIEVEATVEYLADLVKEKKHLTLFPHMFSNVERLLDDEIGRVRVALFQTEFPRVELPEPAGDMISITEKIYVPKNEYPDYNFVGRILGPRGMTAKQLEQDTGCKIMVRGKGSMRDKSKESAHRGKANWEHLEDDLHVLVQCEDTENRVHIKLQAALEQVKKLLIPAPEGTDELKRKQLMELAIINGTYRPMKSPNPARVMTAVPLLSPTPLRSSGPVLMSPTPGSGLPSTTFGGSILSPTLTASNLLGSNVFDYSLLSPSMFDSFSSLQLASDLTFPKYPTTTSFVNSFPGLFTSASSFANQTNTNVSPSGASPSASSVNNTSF
MCL1 BIM primary – inhibitors of human MCL1 binding to BIM-BH3 peptide. Q07820. GST-MCL1 / FITC-Bim-BH3 fluorescence polarization. 320,000 tested, 0.68% active. inhibition, % at 10.9 µM;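 active = inhibition above the mean inhibition of all tested compounds plus 3 SD, set per campaign, cut at about 40% in these data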;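 also: 0% = DMSO wells and 100% = unlabeled Bim-BH3 peptide control; higher means more loss of mP so more displacement of Bim peptide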
Target sequence (Q07820 whole entry, looked up): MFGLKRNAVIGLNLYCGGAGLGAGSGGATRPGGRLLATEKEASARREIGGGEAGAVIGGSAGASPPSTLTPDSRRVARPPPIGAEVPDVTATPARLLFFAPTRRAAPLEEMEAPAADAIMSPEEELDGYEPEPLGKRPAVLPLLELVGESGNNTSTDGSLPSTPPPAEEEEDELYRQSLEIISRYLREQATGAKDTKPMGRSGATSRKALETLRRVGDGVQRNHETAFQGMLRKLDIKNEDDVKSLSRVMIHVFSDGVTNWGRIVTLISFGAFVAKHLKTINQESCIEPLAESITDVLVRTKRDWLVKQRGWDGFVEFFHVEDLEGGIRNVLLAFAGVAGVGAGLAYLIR
The depositor's hits bear a star; / = not tested or not shown; + = active, no number.

SMILES	CR mimetic SO	Efflux pump inh	MEX-5 binding	Bcl-xL primary	ZTA DNA inh	Fam108B counter	EBNA-1 inh	GLD-1 TGE inh	MCL1 BIM primary
Cc1ccn(Cc2n[nH]c(=S)n2Cc2ccccc2)n1	88	0.2	1.6	-6	1	0	-1	1	-4
CC1(C)CC(c2csc(N)n2)CCO1 (stereo not given)	84	0.0	-2.9	6	-1	-3	1	3	5
C/C(=N/OC(=O)c1ccc(C(F)(F)F)cc1)c1oc(C)nc1C	120	0.1	0.1	-5	-11	-4	-5	0	0
CC(C)c1[nH]nc2c1C1(CCN(Cc3ccccc3)CC1)C(C#N)=C(N)O2	92	0.0	-1.2	104*	13	2	-2	57*	114*
CCCn1c(N)c(N(C)C)c(=O)n(CC(=O)Nc2ccc(OC(F)(F)F)cc2)c1=O	101	-0.1	1.0	0	-18	7	-8	-2	1
Cn1c(N)c(C(=O)CSc2ccccn2)c(=O)n(C)c1=O	86	-0.1	1.6	1	1	9	-6	2	-10
Cc1ccc(OCc2ccc(C(=O)NNC(=S)NCC3CCCO3)o2)c([N+](=O)[O-])c1 (stereo not given)	91	0.0	-2.8	-4	-1	-5	-5	3	-3
CCOc1ccc(CCNC(=O)COC(=O)/C=C/c2ccc(OCC#N)c(OC)c2)cc1OCC	94	-0.6	-2.2	-4	-3	0	-3	5	-19
COC(C[C@H]1O[C@@H]1C(=O)[C@H](C)OCc1ccccc1)OC	99	-0.1	-2.3	10	8	-2	-5	2	4
O=C(COc1ccc2c3c(c(=O)oc2c1)CCCC3)N1CCN(c2ccccc2)CC1	79	-0.3	1.3	4	-23	2	-2	0	4
CCOc1ccc(/C=N/NC(=O)CCC(=O)Nc2ccc(F)cc2)cc1	102	-0.2	0.6	0	-4	1	2	0	-7
CCOC(=O)c1csc(NC(=O)c2cccs2)n1	88	-0.1	0.1	-4	-2	-2	0	8	-7
COc1cccc(Nc2ncnc3c2cnn3C)c1	108	0.0	2.1	4	-3	0	-12	-3	-3
O=C(CN1CCC(c2nc3ccccc3s2)CC1)NCc1ccccc1	101	0.3	2.5	-3	-1	4	-6	10	-6
Nc1ccc(N2CCN(C(=O)c3ccco3)CC2)cc1	93	-0.2	-0.5	3	-1	3	3	-1	13
O=S(=O)(c1ccccc1)N(CC(O)CN1CCCC1)c1ccccc1 (stereo not given)	93	0.1	1.6	0	-1	-1	-3	1	9
Cc1ccc(CNC(=O)CN2c3cccc4cccc(c34)S2(=O)=O)cc1	106	-0.1	/	42*	3	/	/	22	5
COc1ccccc1NC(=O)c1cc(C(=O)Nc2ccccc2OC)n(C)n1	137	-0.1	-2.4	6	-1	13	-2	-1	1
COC(=O)COc1ccc(S(=O)(=O)Nc2ccc(NC(C)=O)cc2)cc1C	146	0.7	2.2	-8	-29	-4	-4	8	-8
O=C1CC(c2cc(-c3ccccc3)no2)C1	102	-0.1	3.1	-5	5	2	17	1	-6
O=S(=O)(c1ccccc1)c1nc(-c2ccco2)oc1NCCN1CCOCC1	97	-0.3	2.1	2	-8	3	-6	2	3
Cc1c(C(=O)O)sc2ncn(C)c(=O)c12	97	0.1	1.9	0	-3	0	1	3	-3
C=CCn1c(C)cc(C2=NNC(=NCC)SC2)c1C	100	-0.1	1.6	6	-25	-1	9	-6	6
CC(=O)Nc1ccc(N2CCN(Cc3ccccc3)CC2)cc1	100	-0.3	-6.0	1	-8	11	0	0	3
CC(C)c1ccc(CNNC(=O)c2ccccc2)cc1	119	0.1	3.1	0	10	0	0	-2	-2
COc1ccc(-n2c(=O)cc(N3CC(C)OC(C)C3)[nH]c2=O)cc1 (stereo not given)	104	-0.1	-0.7	-4	9	0	13	5	-10
O=C(CNC(=O)c1ccccc1O)N/N=C/c1ccccn1	102	-0.1	-4.5	0	11	-1	2	7	16
Cc1ccc(NCc2nnc(SCC(=O)OC3CCCCC3)o2)c(C)c1	117	0.1	1.0	5	-11	1	-15	5	5
COc1ccc(-n2c(C)nn(C)c2=O)c(OC)c1	106	0.0	0.7	2	-3	10	6	-5	8
NC(=O)NCCCC(=O)OCC(=O)c1ccc2ccccc2c1	106	-0.1	0.3	1	0	-10	5	3	-2
COc1ccc(C2SCCN2C(=O)c2ccc([N+](=O)[O-])cc2)cc1 (stereo not given)	95	0.2	-2.0	7	-6	-2	1	0	10
CCCn1cnc2c(c1=O)c1nc3ccccc3nc1n2CCc1ccccc1	118	-0.1	1.0	3	-5	2	3	-4	6
CCOC(=O)c1c(C)c(C(=O)NCc2ccccn2)c(C)n1CC	103	-0.3	-0.9	9	7	-4	3	2	11
CCN(CC(=O)N1CCN(Cc2ccccc2)CC1)S(=O)(=O)c1ccccc1	101	0.1	-3.2	-4	8	-1	-4	-2	1
Cc1c2c(nc3ccccc13)CC(C)(C)CC2=O	132	0.1	-1.4	3	-4	-4	-11	1	-3
CC(=O)N1CCN(CC(=O)Nc2ccccc2Sc2ccccc2)CC1	82	0.3	1.7	3	-4	-1	2	9	0
O=C1COc2ccc(C(=O)COC(=O)c3ccccn3)cc2N1	130	0.2	0.9	1	-4	4	-3	4	3
CC(C)C(=O)N=C1SC2CS(=O)(=O)CC2N1Cc1ccc(Cl)cc1 (stereo not given)	112	-0.1	-1.6	3	-7	-2	5	1	1
COc1ccc(CNC(=O)CSc2nc3ccc(N)cc3s2)cc1	101	-0.1	3.4	7	2	0	9	-1	5
Cc1sc2nc(CN(Cc3cccs3)C(=O)C3CC3)[nH]c(=O)c2c1C	114	-0.2	-1.2	5	-1	-1	-3	6	5

An excerpt from above in order of length of the SMILES, low to high.
SMILES	CR mimetic SO	Efflux pump inh	MEX-5 binding	Bcl-xL primary	ZTA DNA inh	Fam108B counter	EBNA-1 inh	GLD-1 TGE inh	MCL1 BIM primary
CC(=O)N1CCN(CC(=O)Nc2ccccc2Sc2ccccc2)CC1	82	0.3	1.7	3	-4	-1	2	9	0
CCCn1cnc2c(c1=O)c1nc3ccccc3nc1n2CCc1ccccc1	118	-0.1	1.0	3	-5	2	3	-4	6
Cc1sc2nc(CN(Cc3cccs3)C(=O)C3CC3)[nH]c(=O)c2c1C	114	-0.2	-1.2	5	-1	-1	-3	6	5

(next part)
SMILES	CR mimetic SO	Efflux pump inh	MEX-5 binding	Bcl-xL primary	ZTA DNA inh	Fam108B counter	EBNA-1 inh	GLD-1 TGE inh	MCL1 BIM primary
COC(=O)N/N=C/c1cn(CCCOc2ccc(C)cc2)c2ccccc12	68	-0.2	3.7	0	12	9	4	11	-8
CC1CCCC(NC(=O)Nc2cccs2)C1C (stereo not given)	98	-0.2	0.9	8	2	0	-11	4	12
O=C1COc2ccc(C(=O)c3ccccc3)cc2CN1	114	0.0	3.4	-1	-5	1	0	8	-4
COc1ccc(C(=O)CCNc2ccc3c(c2)OCCO3)cc1	95	0.0	-0.5	7	-1	-1	-10	2	3
COC(=O)[C@@H]1[C@@H](C)OC(=O)N[C@H]1c1ccccc1	93	-0.1	-2.0	5	4	2	9	1	2
O=C1NN(c2ccc(F)cc2)C(=O)/C1=C\C=C\c1ccco1	94	0.1	-2.9	7	7	5	6	-2	10
COc1ccccc1NC(=O)Nc1ccnn1C1CCN(C(=O)c2ccccn2)CC1	98	-0.8	-7.1	1	9	2	3	-1	-5
Cc1nn(-c2ccc(F)cc2)c2c1cc(C#N)c1nc3ccccc3n12	108	-0.1	2.2	0	2	1	-9	3	-2
CC(C)(C)n1ncc2c(=O)n(CC(=O)NC3CCCCC3)cnc21	104	-0.1	-2.7	2	-1	-2	-2	5	4
O=C(NCCNC(=O)c1ccccn1)c1cccc(F)c1	95	0.0	-2.3	4	13	1	2	7	10
CCC1CCCCN1C(=O)/C=C/c1ccc2c(c1)OCO2 (stereo not given)	97	-0.1	0.1	5	6	-3	10	-1	-3
COC(=O)CCc1sc(NC2CCCCC2)nc1-c1ccc(OC)cc1	86	0.1	1.0	0	-13	2	1	2	-9
CCNc1nc(SCCOc2ccc(Br)cc2)nc(N(C)C)n1	126	-0.1	2.3	1	-9	-1	-7	-4	8
CC(C)C(=O)NC(NCC1CCCO1)C(Cl)(Cl)Cl (stereo not given)	95	0.0	-0.6	3	-5	-4	-8	3	2
CN(C1CCCCC1)S(=O)(=O)c1ccc(Cl)c(C(=O)O)c1	97	-0.2	-0.4	1	-11	3	6	6	1
COc1ccc(C2(CNC(=O)c3ccco3)CCOCC2)cc1	111	0.0	-1.0	4	19	-1	7	-1	0
O=C(c1cc(-c2ccccc2)nn1CC1CC(c2cccnc2)=NO1)N1CCOCC1 (stereo not given)	105	0.1	-0.7	5	-24	-1	14	-6	3
N=C1C(c2ccccc2)=C(O)CN1c1cccc(O)c1	95	0.1	0.9	8	-4	4	-2	0	2
CCc1ccc(CNC(=O)Cc2ccc(NC(=O)C3=C(C)OCCS3)cc2)cc1	111	-0.1	-0.5	5	-19	1	-6	2	30
COC(=O)c1cc(-c2cccs2)nn1-c1ccccc1	90	0.0	-1.4	0	6	0	1	-4	6
COc1cc(/C=C/C(=O)OCC(=O)NC2CCS(=O)(=O)C2)ccc1OC(F)F (stereo not given)	118	0.4	/	2	14	/	/	1	4
COc1ccc(/C=C/C(=O)Nc2cccc(F)c2)cc1S(=O)(=O)N1CCOCC1	72	0.0	-0.3	3	-6	-1	-1	5	3
O=C1CN(C(=O)N[C@@H](Cc2ccccc2)C(=O)N[C@H](Cc2ccccc2)C(=O)O)c2ccccc2N1	147	0.5	2.9	0	10	1	-7	-1	-2
CCOC(=O)c1c(C)nn(-c2ccc(NC(=O)/C=C/C(=O)O)cc2)c1C	111	-0.2	-1.0	-3	-4	3	5	3	-3
Cc1cc(NC(=O)CCCS(=O)(=O)c2nc(-c3cccs3)cc(C(F)(F)F)n2)no1	100	0.1	3.4	6	10	0	-2	11	-5
Cc1ccc2ccccc2c1NC(=O)Cn1nnc(-c2cccnc2)n1	100	0.0	-3.9	3	-1	-4	3	7	2
Cc1c(C(=O)OCc2ccc(F)cc2)sc2nc3n(c(=O)c12)CCC3	110	-0.2	1.6	6	-5	-2	1	3	9
Nc1cc(C(=O)O)ccc1Sc1ccccc1C(=O)O	101	0.0	-4.4	10	2	0	-7	2	20
CC(=O)c1sc2ccccc2c1OC(=O)c1ccco1	115	0.1	-2.6	-2	-18	-6	-1	5	9
CCN1CCN(C(=O)c2cc3c(OC)c(OC)c(OC)cc3[nH]2)CC1	106	0.1	-1.2	3	2	-6	7	2	5
Cc1cc(OCC(=O)OCC(=O)N2CC(C)CC(C)C2)ccc1Cl (stereo not given)	109	0.1	/	-5	4	/	/	-1	0
S=C(NCc1ccc(Cl)cc1)N1CCN(c2ccccn2)CC1	109	0.0	-1.5	5	-14	0	27	5	-4
O=C(COC(=O)c1cccnc1Cl)Nc1ccccc1OC(F)F	122	0.3	1.7	3	-15	-1	-23	2	13
O=C(c1ccc(NS(=O)(=O)c2cccc(F)c2)cc1)N1CCCC1	96	0.1	1.3	4	-5	-5	1	3	7
O=S(=O)(Nc1ccc(N2CCCCC2)cc1)c1ccc(F)c(F)c1	95	-0.1	-0.8	3	-12	2	-1	6	2
CCN(CC)C(=O)COc1ccc2c(-c3ccccc3)cc(=O)oc2c1	107	-0.1	0.8	6	15	3	2	6	+
Cn1c(N2CCOCC2)nc2c1c(=O)n(Cc1ccc(Cl)cc1)c(=O)n2C	92	0.0	-1.0	2	-10	3	-6	-1	-1
CC(=O)C1C(c2ccc(F)cc2)NC(=O)NC1(O)C(F)(F)F (stereo not given)	93	-0.1	-0.1	3	-10	0	-3	0	2
Cc1ccn2cc(CCNC(=O)Cc3cccs3)nc2c1	124	0.1	2.0	-2	1	-2	-12	-8	3

Screening results (PubChem BioAssay)

Outcome played no part in choosing rows; 2.3% or so of the library scored in one or more.
